Source: PubChem (several laboratories)
Fam108B counter = Fam108B inhibition, counter-screen for RBBP9 inhibitors; inhibition, % at 9.51 µM; recombinant Fam108B, FP-Rh probe fluorescence polarization; AID 1947; hit rate 0.33% among 300,000;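 active = inhibition above the screen mean inhibition plus 3 SD, computed separately per campaign, cut at about 18% in these data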;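 also: inhibitors lower polarization as less probe binds the enzyme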
VLA-4 inh = inhibition in a human VLA-4 binding assay; VLA-4 expressing cells, ligand binding flow cytometry; hit rate 0.2% among 330,000; inhibition, % (about 7 µM as worked out from the volumes in the protocol); P13612; in the data active = inhibition above about 50%
Target sequence (P13612 whole entry, looked up): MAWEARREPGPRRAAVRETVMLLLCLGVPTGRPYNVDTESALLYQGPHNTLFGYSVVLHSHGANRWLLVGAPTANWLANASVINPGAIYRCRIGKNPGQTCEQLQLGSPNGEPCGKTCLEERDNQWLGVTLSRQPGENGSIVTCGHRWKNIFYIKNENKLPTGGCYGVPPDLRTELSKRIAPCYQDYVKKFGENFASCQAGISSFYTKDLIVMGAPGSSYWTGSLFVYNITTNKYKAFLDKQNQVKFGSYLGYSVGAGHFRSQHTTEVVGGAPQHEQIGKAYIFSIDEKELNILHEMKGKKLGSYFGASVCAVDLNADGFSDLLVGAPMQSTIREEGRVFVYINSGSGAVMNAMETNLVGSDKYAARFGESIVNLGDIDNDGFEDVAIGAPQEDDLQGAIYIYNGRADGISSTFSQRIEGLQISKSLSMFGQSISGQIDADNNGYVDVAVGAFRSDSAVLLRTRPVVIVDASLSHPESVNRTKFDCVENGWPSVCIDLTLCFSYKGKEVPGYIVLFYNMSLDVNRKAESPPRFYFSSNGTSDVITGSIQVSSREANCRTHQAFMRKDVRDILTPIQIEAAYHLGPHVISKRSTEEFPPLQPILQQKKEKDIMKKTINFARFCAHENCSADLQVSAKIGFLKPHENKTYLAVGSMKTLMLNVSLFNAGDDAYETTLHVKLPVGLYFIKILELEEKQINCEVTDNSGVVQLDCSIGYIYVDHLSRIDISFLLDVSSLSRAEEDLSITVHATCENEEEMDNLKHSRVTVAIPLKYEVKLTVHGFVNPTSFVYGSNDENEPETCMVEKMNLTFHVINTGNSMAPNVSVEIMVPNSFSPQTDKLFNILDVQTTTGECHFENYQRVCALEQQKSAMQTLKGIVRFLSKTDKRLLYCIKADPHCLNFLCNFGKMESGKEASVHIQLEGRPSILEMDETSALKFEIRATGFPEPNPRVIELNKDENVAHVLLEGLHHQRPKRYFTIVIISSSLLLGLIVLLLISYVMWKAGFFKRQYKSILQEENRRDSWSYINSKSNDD
GRK2 inh = human GRK2 inhibition via aptamer displacement; P25098; bead flow cytometry, FAM-aptamer displacement from GRK2; inhibition of aptamer binding, % at 10 µM; hit rate 0.59% among 330,000;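 active = inhibition of aptamer binding above 40%, roughly 3 SD of noise, on plates passing a quality check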;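 also: median bead fluorescence of bound FAM aptamer so fluorescent compounds give negative values; no value below 0 was filed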
MEX-5 binding = C. elegans MEX-5 TCR-2 RNA binding activity | Q9XUB2 | MEX-5/FITC-TCR2 RNA binding, fluorescence polarization; stronger effect = lower value | activity score (negative = inhibition of binding), % at 10 µM | hit rate 0.38% among 300,000;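 active = inhibition past about -25% in most replicates, and total fluorescence under double the plate's negative control median, limit read from the data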;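 also: 0% = DMSO and -100% = 5 µM competing unlabeled TCR2 RNA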
CIT2-GFP yeast = alters CIT2-GFP fluorescence in TOR pathway yeast screen; S. cerevisiae CIT2-GFP strain, flow cytometry, 3 h; 100 means same as DMSO wells; GFP response vs DMSO, % at 10 µM; hit rate 0.065% among 320,000; AID 2029;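 active = GFP response relative to DMSO above a set limit, near the screen mean plus 3 SD, cut at about 150% in these data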;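 also: ratio of well median GFP fluorescence to mean of DMSO wells on the plate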
MCL1 BIM primary = disrupts human MCL1 binding to BIM-BH3 peptide | GST-MCL1 / FITC-Bim-BH3 fluorescence polarization | Q07820 | AID 2057 | inhibition, % at 10.9 µM | hit rate 0.68% among 320,000;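 active = inhibition above the mean inhibition of all tested compounds plus 3 SD, set per campaign, cut at about 40% in these data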;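 also: 0% = DMSO wells and 100% = unlabeled Bim-BH3 peptide control; higher means more loss of mP so more displacement of Bim peptide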
AGP1-GFP MLPCN = alters AGP1-GFP fluorescence in TOR pathway yeast screen; hit rate 0.02% among 320,000; S. cerevisiae AGP1-GFP multiplex flow cytometry, 3 h; GFP as percent of DMSO wells; GFP response vs DMSO, % at 10 µM;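 active = GFP response relative to DMSO above a set limit, near screen average plus 3 SD, cut at about 150% in these data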;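 also: median GFP channel fluorescence of the gated AGP1 strain per well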
GLD-1 TGE inh = GLD-1-TGE RNA interaction inhibition (C. elegans); purified GLD-1 + fluorescein TGE RNA, fluorescence polarization; inhibition, % at 5.96 µM; hit rate 0.44% among 320,000;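 active = percent inhibition above a per-plate cutoff, the plate mean of test compounds plus 3 SD, cut at about 30% in these data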;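 also: 0% = DMSO wells with GLD-1 and probe and 100% = wells lacking GLD-1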
BCLXL inh = Bcl-xL (human) inhibition. GST-Bcl-xL / FITC-Bim BH3 peptide fluorescence polarization. inhibition, % at 10.9 µM. hit rate 0.7% among 320,000. AID 2129;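 active = inhibition above the mean of all tested compounds plus 3 SD, cutoff set per campaign, cut at about 30% in these data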;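 also: 0% = DMSO wells and 100% = unlabeled Bim-BH3 peptide competitor; inhibitors lower millipolarization by displacing the labeled peptide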
An asterisk follows results filed as active; x = not tested or not shown; [ ] = dose if it differs, or a comment.

SMILES	Fam108B counter	VLA-4 inh	GRK2 inh	MEX-5 binding	CIT2-GFP yeast	MCL1 BIM primary	AGP1-GFP MLPCN	GLD-1 TGE inh	BCLXL inh
COc1cccc(NC(=O)C2CCCN(S(=O)(=O)c3ccc(-n4cnnn4)cc3)C2)c1 (centres undefined)	2.4	-4.0	1.0	-2.5	109.3	-10.2	105.1	-1.1	2.4
CC1(C)NC(=O)N(CC(O)COC2CCCCC2)C1=O (centres undefined)	-1.7	3.0	3.0	-2.7	98.8	0.3	100.4	2.1	0.4
C#CCSc1n[nH]c(=O)n1-c1cccc(C(F)(F)F)c1	3.3	2.4	3.0	2.5	x	3.6	x	5.0	3.0
CC(=O)N/C(=C/c1ccc2c(c1)OCO2)C(=O)NCCO	1.9	10.7	0.0	1.8	105.1	-9.7	100.4	2.6	-6.3
O=C(CCCN1C(=O)c2cccc3cccc(c23)C1=O)N1CCc2ccccc2C1	-4.2	-8.0	0.0	-0.1	86.3	7.7	86.9	1.1	2.7
Cc1cccc2nc(CNc3ccc(F)cc3)cn12	5.0	5.3	2.0	-1.4	104.4	-2.5	102.5	-4.5	5.2
Clc1ccc2c(NCc3ccccc3)ccnc2c1	-0.7	7.6	0.0	0.4	101.7	-1.5	102.2	-4.1	-1.1
CCOc1cc(C(=S)N2CCOCC2)ccc1OC(=O)c1ccc(C)cc1	0.7	2.2	0.0	-0.6	105.0	-0.1	106.9	7.2	6.5
COc1ccnc(CS(=O)c2nc3cc(C(O)(F)F)ccc3[nH]2)c1OC (centres undefined)	-5.4	-1.3	0.0	4.0	96.2	9.9	94.2	-1.4	6.0
CC(C)CN(C(=O)COC(=O)COc1ccc2ccccc2c1)c1c(N)n(Cc2ccccc2)c(=O)[nH]c1=O	-6.8	9.4	2.0	0.0	97.3	-13.7	92.9	9.1	-10.1
CN(CCC#N)c1ncnc2scc(-c3ccccc3)c12	1.3	2.3	3.0	0.2	104.9	2.9	103.7	2.8	5.6
CCOC(=O)CCCN1CC(O)=C(c2nc3ccccc3s2)C1=N	1.5	-38.1	0.0	1.7	99.0	-4.8	94.7	-3.0	-1.1
CC(=O)/C(N=Nc1ccc2c(c1)OCO2)=C(\C)O	0.0	-21.8	0.0	-9.3	100.1	-2.4	93.2	-9.0	-1.9
CCOc1cccc2sc(N(CCCN(C)C)C(=O)c3ccc(S(=O)(=O)N(C)Cc4ccccc4)cc3)nc12	1.1	13.1	0.0	1.3	105.2	1.4	97.8	2.0	-5.4
Cc1c(Cl)cc(-n2cnnn2)cc1[N+](=O)[O-]	3.3	-9.3	3.0	1.6	98.4	7.2	96.3	-3.1	8.2

The list continues:
SMILES	Fam108B counter	VLA-4 inh	GRK2 inh	MEX-5 binding	CIT2-GFP yeast	MCL1 BIM primary	AGP1-GFP MLPCN	GLD-1 TGE inh	BCLXL inh
Fc1ccccc1OCCSc1ncnc2nc[nH]c12	-0.8	30.3	0.0	-0.6	94.4	-2.3	100.4	2.5	1.6
COC(=O)COc1ccc(S(=O)(=O)Nc2ccc3c(c2)OCCO3)cc1Cl	-3.6	3.7	1.0	2.4	121.0	0.1	112.5	2.0	7.0
Oc1cccc(O)c1O	-9.0	1.8	3.0	x	91.0	62.7*	99.1	17.2	14.4
Cc1sc2ncn(CC(=O)N(CC(=O)NC3CCCC3)Cc3cccs3)c(=O)c2c1C	2.8	21.1	1.0	-3.7	104.0	-6.4	99.7	9.2	-2.0
O=C(Nc1ccn([C@H]2CC[C@@H](CO)O2)c(=O)n1)c1ccccc1	-1.2	0.4	0.0	-3.2	100.5	5.3	112.7	5.5	0.5
CC(=O)N(C)c1ccc(NC(=S)Nc2cccc3ccccc23)cc1	2.8	8.2	0.0	-1.4	103.9	8.1	106.5	8.7	8.3
Cc1ccc(C)c(NC(=S)N2CCN(c3cccc(C(F)(F)F)c3)CC2)c1	0.3	-10.7	0.0	0.7	105.5	3.4	106.5	3.3	2.0
COc1ccc(-n2cc(CNC3CCN(C)CC3)c(-c3cccc(F)c3)n2)cc1	2.4	22.7	0.0	1.5	98.0	0.7	105.4	4.0	5.1
Cc1ccc(S(=O)(=O)/N=C(\CSC(N)=O)Nc2ccccc2)cc1	-0.6	23.3	0.0	-1.1	90.0	8.4	92.7	-0.9	6.5
O=C1CCCN1c1ccc(S(=O)(=O)N2CCCCC2)cc1	-1.9	7.8	0.0	1.1	103.1	0.5	103.6	-0.1	6.3
Cc1ccc2c(C(=O)CN3CCN(C4CCCCC4)CC3)c(C)[nH]c2c1	2.1	5.4	0.0	-1.5	96.2	5.8	101.5	0.8	4.0
COC(=O)C(CC(C)C)NC(=O)c1cc(OC)c(OC)c(OC)c1 (centres undefined)	4.5	3.0	3.0	-2.4	83.4	7.7	94.6	7.6	6.1
Cc1cccc(CN2CCC(C(=O)Nc3cccc(-c4cccc(F)c4)c3)CC2)n1	-8.6	4.3	0.0	-0.4	96.8	3.5	100.1	1.4	2.4
Cc1ccc(C(C(=O)NC(C)(C)C)N(CC2CCCO2)C(=O)CCC(=O)Nc2ccccn2)cc1 (centres undefined)	-7.0	0.4	1.0	0.0	98.2	2.5	96.3	-3.6	2.5
CCOC(=O)N1CCN(C(=O)c2cc3sccc3n2C)CC1	3.0	-31.2	3.0	2.1	104.7	4.9	100.5	4.3	2.9

(listing goes on)
SMILES	Fam108B counter	VLA-4 inh	GRK2 inh	MEX-5 binding	CIT2-GFP yeast	MCL1 BIM primary	AGP1-GFP MLPCN	GLD-1 TGE inh	BCLXL inh
CCCC(=O)Nc1ccc(-c2nc3ncccc3o2)cc1	x	5.0	0.0	-0.1	104.1	x	95.8	x	x
O=C(/C=C/c1c(Cl)nc2ccccn12)N1CCN(c2ccccc2F)CC1	4.8	-8.9	1.0	0.7	89.8	6.2	97.1	0.8	5.1
Cc1c(C(=O)N/N=C/c2c(O)ccc3ccccc23)nnn1-c1nonc1N	-0.7	-0.1	2.0	-3.2	108.1	10.7	102.2	0.5	5.1
O=C(OCc1ccc(Br)cc1)c1cccnc1Cl	0.8	-2.2	0.0	1.3	88.8	1.7	89.4	2.2	0.6
O=C(CN=C1NC(=O)C(c2ccccc2)(c2ccccc2)N1)NCc1ccc(F)cc1	3.5	-13.7	0.0	-1.0	102.8	0.9	103.8	0.1	3.8
COc1ccc(Cc2nnc(NC(=O)CSc3ccccc3)s2)cc1	-1.7	4.4	1.0	1.5	97.5	17.9	103.9	-6.0	4.8
CCc1ccc(N2C(=O)CC(N3CCC(C(=O)OC)CC3)C2=O)cc1 (centres undefined)	-5.5	2.3	5.0	2.7	80.0	-11.4	92.9	0.6	-2.7
CC1CCN(C(=O)COC(=O)c2n[nH]c3ccccc23)CC1	-5.1	-4.0	0.0	0.0	108.8	-3.1	101.6	0.9	1.5
Cc1ccccc1-c1nc(CS(=O)(=O)CC(=O)NC(C)c2ccccc2)c(C)o1 (centres undefined)	0.2	7.4	0.0	2.3	95.6	5.3	97.9	-2.5	2.6
O=C1N[C@@H](c2ccccc2)COC(=O)[C@H](Cc2ccc(F)cc2)C/C=C\C[C@@H]1CC(=O)N(CCO)Cc1ccccc1	x	-7.6	1.0	x	95.5	x	92.5	-3.1	x
Cc1cn(-c2cc(NC(=O)c3ccc(C)c(NC(=O)c4cccc(-c5cn[nH]c(=O)c5)c4)c3)cc(C(F)(F)F)c2)cn1	-19.4	3.5	0.0	5.4	89.7	-5.2	92.3	-8.1	0.2
CCOC(=O)CCSc1nc(C(C)(C)C)cc(C(F)(F)F)c1C#N	9.2	-7.8	0.0	-0.1	89.1	4.1	89.7	-5.3	0.0
COc1ccc(NS(=O)(=O)c2cccc(C(=O)N3CCN(C(=O)c4ccco4)CC3)c2)cc1	x	-5.3	2.0	x	85.2	x	79.1	0.7	x
O=C(COc1ccc2c3c(c(=O)oc2c1)CCC3)NCCCN1CCCC1=O	0.2	9.4	1.0	-1.0	107.2	1.0	105.8	-0.7	3.0
COCCN=c1scc(-c2ccc3c(c2)NC(=O)CO3)n1/N=C(\C)c1ccc(O)cc1	4.9	0.0	2.0	-0.8	87.9	-44.2	98.8	-37.9	-27.8

In another format: results already given.
COc1ccc(NS(=O)(=O)c2cccc(C(=O)N3CCN(C(=O)c4ccco4)CC3)c2)cc1
  Fam108B counter = x | VLA-4 inh = -5.3 | GRK2 inh = 2.0 | MEX-5 binding = x | CIT2-GFP yeast = 85.2 | MCL1 BIM primary = x | AGP1-GFP MLPCN = 79.1 | GLD-1 TGE inh = 0.7 | BCLXL inh = x
O=C(COc1ccc2c3c(c(=O)oc2c1)CCC3)NCCCN1CCCC1=O
  Fam108B counter = 0.2 | VLA-4 inh = 9.4 | GRK2 inh = 1.0 | MEX-5 binding = -1.0 | CIT2-GFP yeast = 107.2 | MCL1 BIM primary = 1.0 | AGP1-GFP MLPCN = 105.8 | GLD-1 TGE inh = -0.7 | BCLXL inh = 3.0

The results go on:
SMILES	Fam108B counter	VLA-4 inh	GRK2 inh	MEX-5 binding	CIT2-GFP yeast	MCL1 BIM primary	AGP1-GFP MLPCN	GLD-1 TGE inh	BCLXL inh
O=C(CSc1nnc(-c2cc3ccccc3cc2O)n1Cc1ccco1)c1ccc(F)cc1	-11.3	22.8	3.0	0.0	75.3	-3.0	90.5	4.1	-4.6
COc1ccc(-c2c(C)nn3c(N4CCCCCC4)cc(C)nc23)cc1OC	2.2	-2.9	0.0	0.2	102.5	-5.8	97.2	-5.2	-0.7
Cc1ccc(N2CC(C(=O)Nc3nnc(SCCC4OCCO4)s3)CC2=O)cc1C (centres undefined)	-3.6	-10.2	2.0	0.3	100.2[may fluoresce green]	1.3	105.2[may fluoresce green]	-7.9	0.5
Cc1ccc(NC(=O)CN2C(=O)NC(C)(c3ccc(Cl)cc3)C2=O)cc1S(=O)(=O)N1CCOCC1 (centres undefined)	-4.4	10.9	3.0	4.8	97.1	-11.3	95.9	-1.3	-2.5
CCCCn1ccnc1C	x	0.0	2.0	-1.1	102.2	x	99.3	x	x
O=S(=O)(Nc1ccc(Oc2ncccn2)c(Cl)c1)c1ccc(Cl)cc1	0.3	-1.2	0.0	-2.1	96.4	1.1	103.7	5.4	0.3
Clc1cccc(CSc2nnc(-c3c[nH]c4ccccc34)o2)c1	0.1	8.4	7.0	0.2	x	-4.4	95.1	1.2	-6.2
Cc1c(C(=O)Nc2cccc(C(F)(F)F)c2)oc2ccc(S(=O)(=O)N3CCOCC3)cc12	-12.3	17.8	0.0	x	103.8	5.3	104.4	4.0	5.8
c1cncc(-c2nnc(-c3cccnc3)nn2)c1	3.4	2.0	1.0	-1.8	x	-3.4	101.8	6.8	-1.5
CC(C)c1cc(C(=O)Nc2cc(Cl)ccc2O)no1	-2.8	-42.0	3.0	0.5	88.5	0.9	91.6	7.5	8.2
Cc1cccc(-n2ncc3c(N(CCO)CCO)ncnc32)c1	-2.8	31.6	1.0	1.2	82.6	0.6	98.7	-1.8	2.4
C=CCN1CCN(C(=O)c2c(-c3ccccc3)noc2C)CC1	-0.6	-8.0	0.0	-2.4	107.9	11.8	91.4	2.0	5.6
OC(CNCC(c1ccc(Cl)cc1Cl)c1c[nH]c2ccccc12)c1ccccc1 (centres undefined)	10.1	15.4	1.0	-2.2	92.4	-0.8	82.0	11.7	1.2
CCCCC1(CC(=O)OC)C(=O)N(c2ccccc2)N(c2ccccc2)C1=O	1.4	18.3	7.0	-2.0	95.2	-4.8	99.8	4.1	6.5
Cc1c(C(=O)C(=O)NCCC2=CCCCC2)c2ccccc2n1C	0.7	x	0.0	0.5	100.9	-2.5	112.8	3.1	1.3
